Source: PubChem BioAssay
GCN5L2 inh: qHTS Assay for Inhibitors of GCN5L2 | hit rate 0.21% among 390,000 | GCN5L2 HAT assay, ThioGlo1 CoA-SH fluorescence | Histone acetyltransferase KAT2A (Homo sapiens), Q92830 | Potency, µM (highest dose often 58.9 µM), inactives show at the highest dose activity change, negative = inhibition, usual class: inhibitors | AID 504327, 2011
Target sequence (Q92830 whole entry, looked up): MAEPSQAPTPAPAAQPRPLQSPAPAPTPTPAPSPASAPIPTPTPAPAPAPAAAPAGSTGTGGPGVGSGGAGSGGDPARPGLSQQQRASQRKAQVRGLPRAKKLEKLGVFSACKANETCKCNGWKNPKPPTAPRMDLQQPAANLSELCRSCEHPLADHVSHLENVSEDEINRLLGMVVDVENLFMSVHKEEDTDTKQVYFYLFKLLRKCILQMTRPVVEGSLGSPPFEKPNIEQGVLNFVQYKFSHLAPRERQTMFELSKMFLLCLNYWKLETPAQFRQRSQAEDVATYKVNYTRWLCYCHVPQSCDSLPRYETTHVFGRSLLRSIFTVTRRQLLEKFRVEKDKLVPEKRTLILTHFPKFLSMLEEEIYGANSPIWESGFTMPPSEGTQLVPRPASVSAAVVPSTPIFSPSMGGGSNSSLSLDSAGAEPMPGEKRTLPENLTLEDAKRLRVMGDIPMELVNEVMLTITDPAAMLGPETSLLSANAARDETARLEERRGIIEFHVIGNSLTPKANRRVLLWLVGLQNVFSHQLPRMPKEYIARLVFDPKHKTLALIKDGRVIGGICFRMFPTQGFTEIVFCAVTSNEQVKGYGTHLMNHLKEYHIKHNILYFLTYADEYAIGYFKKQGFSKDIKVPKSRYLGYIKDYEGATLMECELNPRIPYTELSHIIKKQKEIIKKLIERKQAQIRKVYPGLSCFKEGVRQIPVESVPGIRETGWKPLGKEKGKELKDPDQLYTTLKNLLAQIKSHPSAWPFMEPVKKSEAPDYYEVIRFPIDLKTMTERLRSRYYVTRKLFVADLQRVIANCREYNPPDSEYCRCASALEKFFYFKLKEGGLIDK
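GCN5L2 (20 nM) in 50mM HEPES pH 7.5, 0.1mM EDTA, 0.01% Tween-20 preincubated 15 min with compounds at room temperature. Reaction started with H3(1-25) 75uM, acetyl-CoA 70uM, ThioGlo1 50uM; CoA-thiol fluorescence (Ex340/Em540) read at 0 and 20 min.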
N370S GC mod: qHTS Assay for Inhibitors and Activators of N370S glucocerebrosidase as a Potential Chaperone Treatment of Gaucher Disease | Potency, µM (titrated, usually from 59.4 µM), inactives show top-dose activity change, negative = inhibition, hits mostly inhibitors | AID 2101, 2009 | Lysosomal acid glucosylceramidase (Homo sapiens), P04062 | N370S GC spleen homogenate, 4MU-glucoside fluorescence | hit rate 0.092% among 330,000;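 further: 0% = full enzyme activity and -100% = no enzyme basal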
FEN1 inh: qHTS Assay for the Inhibitors of Human Flap endonuclease 1 (FEN1) | Recombinant FEN1 flap cleavage, fluorescence, 15 min | Potency, µM (series often up to 114 µM), for inactives: top-dose activity change, negative = inhibition, hits mostly inhibitors | hit rate 0.35% among 390,000 | AID 588795, 2011; further: nearly all actives have a fitted effect of over 65% in size
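Nuclease activity of 10 nM FEN1 was measured after 15 min of room-temperature exposure to titrated compounds, by adding 50 nM flap substrate and reading plates at 0 and 15 min.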
An asterisk follows results filed as active; u = inconclusive; x = no result given; & = joins results of further samples; [ ] = another dose, or the depositor's remark. The call rests on the fitted dose curve; in most records, active means well fitted curve in the direction sought with a large enough effect; inconclusive means small, poorly fitted or top-dose-only effect, or another doubt; inactive means no such curve, though single readings can be large; an effect the other way counts as inactive or inconclusive. Unless noted, on the % scale 0 is the no-effect control and ±100 the full control effect; potency means the concentration at half of the fitted maximal effect. The list is partial, so the mix of outcomes need not match the whole.

Order of values: GCN5L2 inh | N370S GC mod | FEN1 inh
CS(=O)(=O)c1sc2nc(-c3cccs3)cc(-c3ccccc3)c2c1N
  u | 8% | -6%
COc1ccc(OC)c(CCNC(=O)c2ccc3c(=O)[nH]c4c(C(=O)NC(C)C)sc(=S)n4c3c2)c1
  -26% | -2% | -24%
CCN1CCN(C(=O)N2CCOCC2)CC1
  -8% | -8% | 1%
Cc1cccc(NC(=O)c2nc[nH]c2C(=O)NCCCCCCNC(=O)c2[nH]cnc2C(=O)Nc2cccc(C)c2)c1
  1% | x | 18%
COc1ccc2ncc3c(-c4ccc(C)c(C)c4)nn(CC(=O)NC4CCCC4)c3c2c1
  -13% | x | 11%
COc1ccc(/C(C)=N/NC(=O)CNC(=O)/C=C\c2ccco2)cc1
  -15% | -2% | 1%
Cc1ccc(S(=O)(=O)N(C)C)cc1[N+](=O)[O-]
  4% | -1% | -10%
CCC(=O)NC(=S)Nc1cc(C(=O)O)ccc1OC
  -6% | -14% | -2%
NCCCC[C@@H](C(=O)N1CCNCC1)n1cc(CN)nn1
  -7% | -17% | 14%
COc1ccc(-c2cc(C(F)(F)F)n3ncc(C(=O)N4CCc5ccccc5C4)c3n2)cc1
  -9% | u | -9%
C/C(=C\c1ccccc1)C(=O)Nc1cc(C)on1
  -5% | -3% | 1%
CCCCCC(=O)NC(=S)Nc1ccc(Br)cc1C
  -4% | -6% | -9%
O=c1ccc2ccc(O[C@@H]3O[C@H](CO)[C@@H](O)[C@H](O)[C@H]3O)c(O)c2o1
  1% | -10% | -2%
CCCOc1ccc(-c2nc(N3CCN(CC)CC3)c3ccccc3n2)cc1
  -8% | -24% | u
COC(=O)c1cccc(NC(=O)C2COc3ccccc3O2)c1 (stereo unspecified)
  0% | 2% | 7%
COc1ccc(-n2c(Cc3cccn3C)nnc2SCC(=O)Nc2cccc(NC(C)=O)c2)cc1
  -2% | -4% | -4%
C#CCOCCOCCOCCNc1nc(N2CCOCC2)nc(N2CCN(C(=O)[C@H]([C@@H](C)CC)n3cc(CCCN=C(N)N)nn3)CC2)n1
  -3% | 4% | -1%
NC(=O)C(c1ccc(Sc2ccccc2)nn1)c1ccc(Cl)cc1Cl (stereo unspecified)
  -2% | 11% | -10%
CCc1ccc2oc(-c3ccc(NC(=O)c4cccc(Cl)c4Cl)cc3)nc2c1
  -11% | x | -2%
CCN1C(=O)/C(=C\c2ccco2)C(C(=O)OC)=C1C
  -4% | 3% | 3%
O=C(CN1CCCCC1)Nc1ccc(C(F)(F)F)cc1Cl
  u | 7% | 2%
Cc1cccc(-c2nc(CC(=O)Nc3cccc(S(=O)(=O)NC4=NCCC4)c3)cs2)c1
  -4% | x | 1%
CC(Cc1ccccc1)N/C=C1\CC(=O)NC1=O (stereo unspecified)
  94%[activator] | 0% | -1%
O=C1CCC(=O)N1OCCOc1ccc(Cl)c2ccccc12
  0% | 5% | 14%
Cc1ccc(C(=O)N/C(=C/c2ccco2)C(=O)N2CCOCC2)cc1
  -7% | 2% | 2%
Cc1cc(C)c(C)c(S(=O)(=O)N2CCCN(C)CC2)c1C
  2% | -18% | -14%
COc1ccccc1C(=O)NC(CCSC)C(=O)NNC(=O)c1csc(N2CCOCC2)n1 (stereo unspecified)
  -12% | -14% | 6%
CC(C)(O)c1[nH]c2ccc(C(F)(F)F)cc2c1C(C)(C)O
  -5% | -12% | -6%
Cc1ccc(S(=O)(=O)Cn2nnnc2C(C(C)C)N2CCSCC2)cc1 (stereo unspecified)
  -12% | -12% | -13%
Cc1cc(Br)ccc1OCC(=O)N(Cc1nc(-c2ccccc2)no1)C(C)C
  -19% | u | -13%

A stretch of the results above, for reference:
Order of values: GCN5L2 inh | N370S GC mod | FEN1 inh
Cc1ccc(S(=O)(=O)Cn2nnnc2C(C(C)C)N2CCSCC2)cc1 (stereo unspecified)
  -12% | -12% | -13%
Cc1cc(Br)ccc1OCC(=O)N(Cc1nc(-c2ccccc2)no1)C(C)C
  -19% | u | -13%

Arranged by count of non-hydrogen atoms (lowest first): some entries from above.
Order of values: GCN5L2 inh | N370S GC mod | FEN1 inh
CCCCCC(=O)NC(=S)Nc1ccc(Br)cc1C
  -4% | -6% | -9%
CC(C)(O)c1[nH]c2ccc(C(F)(F)F)cc2c1C(C)(C)O
  -5% | -12% | -6%
NC(=O)C(c1ccc(Sc2ccccc2)nn1)c1ccc(Cl)cc1Cl (stereo unspecified)
  -2% | 11% | -10%
COc1ccc2ncc3c(-c4ccc(C)c(C)c4)nn(CC(=O)NC4CCCC4)c3c2c1
  -13% | x | 11%
COc1ccc(-n2c(Cc3cccn3C)nnc2SCC(=O)Nc2cccc(NC(C)=O)c2)cc1
  -2% | -4% | -4%
COc1ccc(OC)c(CCNC(=O)c2ccc3c(=O)[nH]c4c(C(=O)NC(C)C)sc(=S)n4c3c2)c1
  -26% | -2% | -24%

The list continues.
Order of values: GCN5L2 inh | N370S GC mod | FEN1 inh
Cc1ccc(Cl)cc1NC(=O)Cn1nc2c(cc1=O)CC(C)CC2 (stereo unspecified)
  -14% | x | 18%
N#C/C(=C\c1cn(CCOc2ccccc2F)c2ccccc12)C(=O)NCc1cccs1
  2% | 1% | 10%
O=C(CN1CCN(c2ccc(F)cc2)CC1)c1ccc2c(c1)OCO2
  -15% | -6% | -3%
CCOc1ccc(/C(O)=C2/C(=O)C(=O)N(c3ncccn3)C2c2ccc(C)cc2)cc1 (stereo unspecified)
  -5% | -2% | 0%
Cc1[nH]c(C(=O)O)c(C#N)c1C(=O)c1ccccc1
  2% | 0% | -9%
CC(C)OC(=O)CSc1nnc(-c2ccccn2)n1-c1ccccc1
  -3% | 3% | 2%
Cc1cc2cc(CNC(=O)CCC(=O)O)ccc2n1C
  4% | 6% | -4%
COC(=O)Cc1c(C)c2ccc(OC(=O)c3ccccc3)cc2oc1=O
  -7% | u | 0%
Cc1cccc(NC(=O)Nc2cc(C)cc(C)n2)c1
  4% | 4% | 20%
Cc1cc(C)c2cc(C(=O)Nc3ccc(C)c(F)c3)[nH]c2c1
  -10% | 1% | -15%
CCOC(=O)C1CCCN(C(=O)c2ccc(CS(=O)(=O)c3ccc(C)cc3)o2)C1 (stereo unspecified)
  -7% | 13% | -2%
CN=C1S/C(=C\c2c(OC)cc(OC)cc2OC)C(=O)N1C
  -8% | -5% | -1%
Cc1cnc(NC(=O)[C@H](C)N2C(=O)C3CCCCC3C2=O)s1 (stereo partly specified)
  -1% | 7% | 5%
COc1ccc(C(=O)NCC(=O)Nc2cccc(S(=O)(=O)N3CCCC3)c2)cc1
  -6% | x | -1%
Cc1cccc(NC(=O)Cn2cnc3sc(C)c(S(=O)(=O)N4CCC(C)CC4)c3c2=O)n1
  -9% | 4% | -9%
CN(C1CCCCC1)S(=O)(=O)c1ccc(SCC(=O)NC(C)(C)C)nc1
  -7% | x | -6%
COc1cc(O)c2c(c1)C(=O)c1cc(C)cc(O)c1C2=O
  -4% | 6% | x
CC(C)(C)CC(C)(C)NCC(O)COc1c(F)cc(Br)cc1F (stereo unspecified)
  -7% | -9% | -1%
O=C(c1cccs1)N1CCN=C1SCc1ccccc1
  u | 7% | 2%
Cc1ccc(C2C=C(c3ccccc3)Nc3nc(NS(=O)(=O)c4ccccc4)nn32)cc1 (stereo unspecified)
  -19% | x | -2%
OCCC1CN(Cc2cccc3nccnc23)CCN1C1CCCC1 (stereo unspecified)
  4% | -5% | -3%
CC(=O)Nc1ccc(S(=O)(=O)N(C)CC(=O)N/N=C/c2cccs2)cc1
  -5% | -6% | -1%
O=C(COc1ccc(F)cc1)N(CC1=CCS(=O)(=O)C1)c1ccccc1
  -5% | 18% | 1%
CN(C)S(=O)(=O)c1cccc(NC(=O)CNC2CCCCC2)c1
  0% | -7% | -12%
COc1ccc(S(N)(=O)=O)cc1C(N)=O
  -1% | -5% | 0%
CCN(c1ccccc1)S(=O)(=O)c1ccc(OC)c(NC(=O)CNC)c1
  24% | 12% | -1%
COc1ccc(NC(=O)CCSc2ccc(F)cc2)cc1
  -6% | 3% | -10%
O=C(NCCS(=O)(=O)N1CCN(c2ccccc2F)CC1)C(c1ccccc1)c1ccccc1
  3% | x | 16%
Cc1cccc(Nc2cc(C)nc3ccccc23)c1
  -16% | -13% | -28%
Cc1nnc(-c2ccccc2)o1
  -2% | 5% | 0%

Entries shown so far that contain bromine (3):
Order of values: GCN5L2 inh | N370S GC mod | FEN1 inh
CCCCCC(=O)NC(=S)Nc1ccc(Br)cc1C
  -4% | -6% | -9%
Cc1cc(Br)ccc1OCC(=O)N(Cc1nc(-c2ccccc2)no1)C(C)C
  -19% | u | -13%
CC(C)(C)CC(C)(C)NCC(O)COc1c(F)cc(Br)cc1F (stereo unspecified)
  -7% | -9% | -1%

(next part)
mol | GCN5L2 inh | N370S GC mod | FEN1 inh
Cc1c(NC(=O)CSc2nnnn2Cc2ccccc2)c(=O)n(-c2ccccc2)n1C | -3% | -7% | -16%
Cc1cccc(C)c1OCC(O)CN (stereo unspecified) | 0% | -10% | -3%
COc1ccc(Nc2cc(C)c3cc([N+](=O)[O-])ccc3n2)cc1 | -15% | -3% | -10%
COc1ccc(C(=O)Nn2c(SCC(=O)NC3CCCC3)nc3ccccc3c2=O)cc1 | 0% | -12% | -20%
CC(C)(C)c1ccc(C(=O)Nc2nnc(Cc3c[nH]c4ccccc34)s2)cc1 | -2% | 13% | -14%
COc1ccc(CNc2ncncc2-c2ccccc2C)c(OC)c1 | -21% | -13% | x
CC(C)(C)C(=O)Nc1cc2c3c(c1)CC(=O)N3CCC2 | -15% | -7% | 17%
COc1ccc(OC)c(NC(=O)C(=O)c2cn(CC(=O)N3CCCC3)c3ccccc23)c1 | -13% | 2% | -2%
CCOc1ccc(S(=O)(=O)NCCC(=O)NCC(c2ccc(F)cc2)N2CCOCC2)cc1 (stereo unspecified) | -15% | -16% | 7%
O=C(Nc1ccc(-c2nc3cc(NC(=O)c4ccccc4F)ccc3o2)cc1)c1ccccc1F | -1% | x | -5%
COC(=O)c1c(NC(=O)CN2C(=O)NC(CCc3ccccc3)C2=O)sc2c1CCCCC2 (stereo unspecified) | -24% | -3% | -21%
CCOC(=O)c1c(C)n(CC(O)CN(CC)CC)c2cc(Br)c(OC)cc12 (stereo unspecified) | -1% | -1% | 3%
Cc1ccccc1Nc1cc(C)c2c(O)cccc2n1 | -1% | -1% | -7%
CCOc1ccc(-n2nc3ccc(N)cc3n2)cc1 | -17% | u | -24%
Cc1ccc(C(=O)NCc2ccc(F)cc2)cc1NC(=O)c1nsc2ccccc12 | -20% | x | 0%
OC[C@@H]1OC(O)[C@H](O)[C@H](O)[C@H]1O (stereo partly specified) | 19% | 4% | x
CC(=O)c1cc(-c2ccccc2)n(CCC(=O)NC2CCCCC2)c1C | -9%&1% | 3% | 3%&7%
N/C(CSc1ccccn1)=N\OCc1c(Cl)cccc1Cl | 4% | 11% | 2%
Cc1ccc(S(=O)(=O)N2CCC3(CC2)OCCO3)s1 | 0% | -15% | 17%
Cc1ccc(NC(=O)CN(C)C(C)C(=O)N2CC(C)CC(C)C2)cc1 (stereo unspecified) | -5% | x | -2%
CC(=O)Nc1ccc(NC(=O)C(C)OC(=O)CC2CCCC2)cc1 (stereo unspecified) | u | -13% | -2%
Cc1cc(NC(=S)N(CCN2CCOCC2)Cc2ccccc2F)ccc1Cl | -3% | u | -3%
CC(C)(C)NC(=O)Cn1cnc2cc([N+](=O)[O-])ccc2c1=O | 0% | -8% | -12%
Cc1ccc(CNC(=O)CSc2ccc(-c3sc(-c4ccccc4)nc3C)nn2)cc1 | -11% | x | 15%
Cc1ccc(S(=O)(=O)N(CC(=O)NCc2cccnc2)C2CCCCC2)cc1 | -8% | 6% | -1%
CC(=O)c1c(-c2ccccc2)c2ccccc2[nH]c1=O | 3% | -6% | 2%
